# RPL19A TOR yeast = RPL19A-GFP expression modulators in yeast, primary screen, cell-based, S. cerevisiae, multiplex flow cytometry, MLPCN. S. cerevisiae RPL19A-GFP strain, 3 h; hits give low values. percent response vs DMSO, % at 10 µM. hit rate 0.3% among 330,000;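 active = percent response vs DMSO below 50%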;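 note: median channel GFP fluorescence of the barcoded RPL19A-GFP strain; ratio of sample median GFP to plate DMSO average so 100% = DMSO; lower means less RPL19A-GFP as with rapamycin TOR inhibition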
# MEP2 TOR yeast = modulators of MEP2-GFP levels in yeast, primary screen, S. cerevisiae, multiplex flow cytometry, MLPCN library; GFP response vs DMSO, % at 10 µM; hit rate 0.51% among 330,000; AID 2016, 2009; S. cerevisiae MEP2-GFP strain, 3 h; 100% = DMSO control level;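 active = GFP response versus DMSO above a set limit, roughly screen mean plus 3 SD, cut at about 180% in these data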;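 note: median GFP fluorescence of the barcode-gated MEP2-GFP cells per well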
# AHR act = AHR activators, primary screen, cell-based, luminescence, luciferase reporter, human. AHR-responsive luciferase reporter cells. activation, % at 5 µM. hit rate 2.5% among 320,000. AID 2796, 2010. Aryl hydrocarbon receptor (Homo sapiens), P35869; in the data active = activation above about 47%;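 note: 0% = vehicle wells and 100% = reference agonist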
# Target sequence (P35869 whole entry, looked up): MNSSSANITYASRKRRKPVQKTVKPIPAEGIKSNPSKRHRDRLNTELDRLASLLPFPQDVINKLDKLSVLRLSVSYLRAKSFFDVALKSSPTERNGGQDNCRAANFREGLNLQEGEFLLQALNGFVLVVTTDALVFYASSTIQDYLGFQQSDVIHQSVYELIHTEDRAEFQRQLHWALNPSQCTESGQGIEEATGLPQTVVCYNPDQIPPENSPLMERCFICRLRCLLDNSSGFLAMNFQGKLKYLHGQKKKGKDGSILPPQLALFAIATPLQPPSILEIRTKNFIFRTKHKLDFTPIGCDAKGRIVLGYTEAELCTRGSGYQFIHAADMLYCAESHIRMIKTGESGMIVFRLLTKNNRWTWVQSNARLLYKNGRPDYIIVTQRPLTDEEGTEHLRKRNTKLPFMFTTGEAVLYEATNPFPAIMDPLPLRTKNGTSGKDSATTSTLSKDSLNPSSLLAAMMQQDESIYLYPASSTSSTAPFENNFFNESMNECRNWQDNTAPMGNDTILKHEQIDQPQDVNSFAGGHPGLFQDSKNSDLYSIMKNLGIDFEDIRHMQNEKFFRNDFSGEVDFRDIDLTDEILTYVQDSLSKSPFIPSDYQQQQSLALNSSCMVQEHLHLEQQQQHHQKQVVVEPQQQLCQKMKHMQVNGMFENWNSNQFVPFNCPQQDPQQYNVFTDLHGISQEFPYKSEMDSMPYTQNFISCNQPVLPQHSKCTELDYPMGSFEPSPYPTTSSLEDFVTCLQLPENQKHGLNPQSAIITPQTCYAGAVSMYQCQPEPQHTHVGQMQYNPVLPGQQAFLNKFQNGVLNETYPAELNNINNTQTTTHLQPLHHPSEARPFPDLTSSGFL
# LAP4-GFP MLPCN = modulators of LAP4-GFP expression in yeast, primary screen, S. cerevisiae, multiplex flow cytometry, MLPCN library. GFP response vs DMSO, % at 10 µM. hit rate 0.34% among 320,000. 3 h; median GFP as percent of DMSO wells;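 active = GFP response vs DMSO above a set limit, about the screen mean plus 3 SD, cut at about 150% in these data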
# EBNA-1 inh = EBNA-1 DNA-binding inhibitors, primary screen, biochemical, fluorescence polarization. inhibition, % at 14.8 µM. hit rate 0.34% among 300,000. AID 1950, 2009; in the data active = inhibition above about 28%
# ZTA counter = blocks Epstein-Barr virus ZTA, an EBNA-1 counter-screen; inhibition, % at 11 µM; hit rate 0.15% among 320,000; ZTA-DNA binding, fluorescence polarization; P03206; in the data active = inhibition above about 33%
# procasp3 activ = activators of human procaspase-3 D3A mutant, primary screen, biochemical, absorbance, PC-3 D3A mutant, single concentration; Caspase-3 (Homo sapiens), P42574; recombinant procaspase-3 D3A, Ac-DEVD-pNA absorbance 405 nm; activation, % at 8.5 µM; hit rate 0.11% among 330,000; AID 463141, 2010;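 active = activation above the mean of all tested compounds plus 3 SD, cut at about 21% in these data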;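 note: 0% = DMSO alone and 100% = DMSO wells spiked with extra 5 µM PC-3 D3A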
#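 Compound: 8.5 µM single point, 0.8% DMSO / Material: Autoprocessing-dead procaspase-3 D3A mutant enzyme / Timing: 1 h preincubation plus 2 h reaction at 25 °C / Medium: Zinc-free HEPES/NaCl buffer with 0.01% Triton X-100 at pH 7.4 / Technique: 405 nm absorbance of p-nitroaniline, reads at 0 and 120 min / Repeats: one well per compound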
# procasp7 counter = procaspase-7 activators, primary screen, counter-screen for procaspase-3 activator project, biochemical, absorbance, HTS, human. Caspase-7 (Homo sapiens), P55210. recombinant procaspase-7, Ac-DEVD-pNA absorbance 405 nm; D23A/D198A/D206A triple mutant, cannot self-cleave; scale: DMSO 0, 5 µM enzyme 100. activation, % at 8.5 µM. hit rate 0.093% among 330,000. AID 463210, 2010;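 active = percent activation above the screen-wide mean plus 3 SD, cut at about 25% in these data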
#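 Replicates: singlicate. Assay system: Procaspase-7 triple mutant (PC-7 D3A). Signal: 405 nm absorbance of p-nitroaniline. Times: 1 h preincubation, 2 h reaction. Buffer or medium: Zinc-free HEPES pH 7.4 with 300 mM NaCl, 0.01% Triton X-100. Also added: DEVD-pNA substrate. Benchmarks: DMSO wells as 0%, DMSO with 5 µM added PC-7 as 100%.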
# Starred values were filed as active, the others as inactive; nt = not tested or not shown. The order is random; about 3.8% have a hit in one of these screens.
SMILES,RPL19A TOR yeast,MEP2 TOR yeast,AHR act,LAP4-GFP MLPCN,EBNA-1 inh,ZTA counter,procasp3 activ,procasp7 counter
CC1CC(C)(C)N(C(=O)CN2CCN(C)CC2)c2ccccc21 (stereo not given),80,77,-1,60,0,9,-1,3
O=C(COc1ccccc1Cc1ccccc1)Nc1cccc(S(=O)(=O)N2CCOCC2)c1,100,102,-1,99,nt,-4,8,13
O=C(COc1ccc(S(=O)(=O)N2CCCC2)cc1Cl)NC1CC1,99,86,16,94,-4,-10,3,-1
Cc1ccc(/C=C2\SC(=S)N(CCC(=O)Nc3cccnc3)C2=O)cc1,96,98,-3,112,-6,-10,3,2
S=c1[nH]nc(-c2ccco2)n1/N=C/c1cccc(Cl)c1,101,101,4,105,3,-1,-13,-21
c1ccc(OCCSc2ncnc3nc[nH]c23)cc1,103,109,1,112,0,-18,-4,-7
CC(=O)Cc1nnn(-c2cc(C)on2)n1,95,101,4,108,3,3,9,-1
CC1CCN(C(=O)c2ccc3c(c2)NC(=O)CN3)CC1,100,105,-2,111,-2,-6,8,3
COc1cc(/C=N/N2CCCCC2)cc([N+](=O)[O-])c1O,104,105,0,88,-6,10,3,2
C/C(CC(=O)Nc1ccccn1)=N\NC(=O)c1ccc2ccccc2c1,103,106,11,97,10,17,-8,1
Cc1ccc(C(C)C)c(OCC(=O)NNC2=CC(=O)CC(C)(C)C2)c1,105,107,4,nt,-3,-6,10,6
COc1ccccc1C(=O)Nc1ccc(S(=O)(=O)N2CCCCC2)cc1,105,102,-1,105,5,-2,1,1
CCOC(=O)Cc1csc(NC(=O)CSc2nnc(-c3ccc(F)cc3)o2)n1,101,108,0,111,7,13,8,6
O=C(Nc1ccc(OC(F)(F)F)cc1)c1ccccc1-n1cnnn1,100,96,4,85,nt,nt,3,-5
O=C(COC(=O)c1cnc(Cl)c(Cl)c1)NCCC1=CCCCC1,100,100,1,105,-9,-9,-2,-5
Cc1nnsc1C(=O)N1CCCC(N2CCN(c3cccc(C(F)(F)F)c3)CC2)C1 (stereo not given),100,99,3,92,5,-3,10,11
CCN(CC)S(=O)(=O)c1cccc(NC2=NCCCCC2)c1,113,98,0,93,8,-2,4,-6
COc1ccc(C2=C(c3ccc(OC)c(OC)c3)CN3CCCCC3C2)cc1 (stereo not given),89,93,-1,89,nt,nt,7,6
Cc1ccc(NCCC(=O)c2ccc(Cl)c(Cl)c2)cc1,112,100,3,108,-3,3,-2,-27
Cn1cc(Cl)c(-c2n[nH]c(=S)n2C2CCCCC2)n1,98,98,4,96,-14,23,-5,-4
O=C(COC(=O)CNC(=O)c1sc2ccccc2c1Cl)NC1CCS(=O)(=O)C1 (stereo not given),100,109,-4,103,-3,-20,2,0
CCCCOC(=O)c1sc2nc(C)cc(C)c2c1N,91,96,-3,117,-2,-7,-2,12
COc1cccc(NC(=O)CN(C)C(=O)c2ccc(NC3CC3)c([N+](=O)[O-])c2)c1,99,100,1,103,nt,-3,-3,-27
CC(C)Oc1ccc(CNC(=O)Cn2ccc3cc(S(=O)(=O)N4CCCC4)ccc32)cc1,101,100,2,95,3,3,4,6
CCOC(=O)C1=C(O)/C(=C/c2ccc(OCC(=O)O)c(OC)c2)SC1=Nc1ccc(OC)cc1,106,103,9,106,-1,-9,-4,-7
CCOC(=O)CC(=O)CSc1ccc2nnc(-c3ccc(F)cc3)n2n1,102,104,0,111,-6,-9,2,-4
O=C(O)CCCc1nc(-c2ccc(Cl)cc2)no1,102,104,-5,128,6,-4,9,4
CN1CCC(=NNc2ncnc3sc4c(c23)CCCC4)CC1,97,105,13,99,-3,-7,1,8
N#CC1=C(S)N=C(N)C(c2nc(-c3ccccc3)cs2)C12CCCCC2 (stereo not given),101,100,-1,101,-11,-10,-6,-7
COc1ccc(CN(CC(=O)NCc2ccco2)C(=O)CCC(=O)Nc2ccccn2)cc1,102,107,2,103,-11,1,0,8
CCN(CC(=O)Nc1c(F)cccc1F)C(=O)CNC(=O)c1cccc(C)c1,76,78,2,83,6,11,9,9
Fc1ccccc1-n1c(-c2ccc3ccccc3n2)n[nH]c1=S,101,103,6,103,7,7,-16,-25
Cc1cc(-c2cc(C(=O)NC3CCCC3)on2)nc(NC2CCCC2)n1,92,86,1,135,6,3,3,6
Cc1ccc(CSc2nnc(SCC(=O)N/N=C/c3c(C)nn(-c4ccccc4)c3C)s2)cc1,101,98,9,92,2,-3,9,-7
O=C(COc1ccc([N+](=O)[O-])cc1)NCc1ccccc1,101,102,2,100,-1,-1,15,1
CCOc1ccc(C(=O)NCC(=O)OCC(=O)NC2CCCC2)cc1,99,110,-1,101,-1,-12,2,6
COc1ccc2oc(C(=O)OCC(=O)NC3CCCC3)c(C)c2c1,102,105,-2,113,5,13,-6,-2
O=S(=O)(c1ccc(F)cc1)N1CCc2ccccc21,105,110,5,104,6,-11,-1,7
CCOc1ccc(C2CC(c3ccc(CC)cc3)n3nc(N)nc3N2)cc1 (stereo not given),104,109,4,104,2,1,-8,0
O=C(N/N=C/C=C\c1ccccc1[N+](=O)[O-])c1ccncc1,96,98,4,97,3,9,7,12
O=C(Nc1ccccc1)c1cc(Cl)nc2ccccc12,103,99,49*,99,-8,-1,7,0
COc1cc(OC)c(OC)cc1/C=N/NC(=S)NCC1CCCO1 (stereo not given),109,114,24,105,5,-13,3,-8
CCOc1cc(/C=N/Nc2nc(Nc3ccccc3)nc(N3CCCCC3)n2)ccc1OCC(=O)O,106,98,7,90,-2,-15,-4,-4
N#Cc1c(Cl)nc2c(c1C#N)CCCC2,94,95,0,120,-1,-3,1,8
CC(C)Cc1ccc(C(=O)NCCOc2ccccc2)o1,100,100,2,93,6,19,-5,8
CCC(C)[C@H](NC(=O)Nc1ccc(C)cc1C)C(=O)O (stereo not given in full),100,105,1,93,5,-3,6,6
CSc1ccc(CN(C)C(=O)c2cc(=O)c3ccccc3o2)cc1,95,103,-1,104,11,12,-8,-5
CSc1ncc(-c2ccc(Cl)cc2)[nH]1,96,94,21,100,2,-5,-10,6
OCCCNc1nc(-c2ccc(Cl)cc2)nnc1-c1ccccc1,95,111,64*,116,-6,-3,15,7
COc1ccccc1C1CCN(C(=O)c2ccc(C(C)(C)C)cc2)CC1,100,93,2,82,-7,0,3,1
Cc1cc(NC(=O)CSc2nnnn2-c2ccc(C(C)C)cc2)no1,99,106,0,101,7,19,-7,-6
Cc1ccc(Cn2c(SCC(=O)NCC3CCCO3)nc3c2c(=O)n(C)c(=O)n3C)cc1 (stereo not given),103,107,1,95,9,3,-1,4
COC(=O)c1cc(-c2ccc(C)cc2)n[nH]1,104,111,3,105,2,-2,3,5
CCOC(=O)NN1C(=O)c2ccccc2NC1c1ccc(OC)cc1 (stereo not given),94,104,-1,96,-8,9,-8,7
Cc1ccc(C(=O)O)cc1-c1ccc(/C=C2\SC(=O)N(CC(=O)Nc3ccccc3)C2=O)o1,93,98,-1,110,8,8,-14,-7
CN(C)S(=O)(=O)c1ccc(NC(=O)c2cc3ccccc3o2)cc1,94,97,-7,97,-3,-20,1,-1
Cc1ccc(/C=N\NC(=O)c2cncc(Br)c2)o1,116,114,64*,103,2,-4,-2,12
COC(=O)c1sccc1NC(=O)c1ccc(OC)c(OC)c1,99,86,0,88,1,-14,-7,2
CC/C(C)=N/Nc1ccc(S(=O)(=O)N2CCCC2)cc1[N+](=O)[O-],92,98,-1,96,6,-6,0,-7
O=C(CCn1nnc2ccccc21)Nc1nnc(COc2ccccc2F)s1,96,97,0,93,4,0,4,1

# AHR act: what is marked active above.
Compound,RPL19A TOR yeast,MEP2 TOR yeast,AHR act,LAP4-GFP MLPCN,EBNA-1 inh,procasp3 activ
O=C(Nc1ccccc1)c1cc(Cl)nc2ccccc12,103,99,49*,99,-8,7
OCCCNc1nc(-c2ccc(Cl)cc2)nnc1-c1ccccc1,95,111,64*,116,-6,15
Cc1ccc(/C=N\NC(=O)c2cncc(Br)c2)o1,116,114,64*,103,2,-2

# The main list resumes, starting four compounds before the break.
SMILES,RPL19A TOR yeast,MEP2 TOR yeast,AHR act,LAP4-GFP MLPCN,EBNA-1 inh,ZTA counter,procasp3 activ,procasp7 counter
Cc1ccc(/C=N\NC(=O)c2cncc(Br)c2)o1,116,114,64*,103,2,-4,-2,12
COC(=O)c1sccc1NC(=O)c1ccc(OC)c(OC)c1,99,86,0,88,1,-14,-7,2
CC/C(C)=N/Nc1ccc(S(=O)(=O)N2CCCC2)cc1[N+](=O)[O-],92,98,-1,96,6,-6,0,-7
O=C(CCn1nnc2ccccc21)Nc1nnc(COc2ccccc2F)s1,96,97,0,93,4,0,4,1
CC1CN(CC(O)COC2CCC(C(C)(C)C)CC2)CC(C)O1 (stereo not given),93,96,0,84,4,2,-4,0
CCOC(=O)C1CCCN(C(=O)c2ccc(S(=O)(=O)Nc3ccccc3OC)cc2)C1 (stereo not given),100,100,-1,99,nt,8,5,-8
CC(C)C(NC(=O)c1ccccc1)C(=O)NC1CCCc2ccccc21 (stereo not given),102,106,10,106,nt,-31,3,-6
Cc1nn(C)cc1C(C)Nc1nc2nonc2nc1N1CCCCC1 (stereo not given),90,86,-1,95,3,5,1,7
